eIF4E-4G inh – eIF4E–eIF4G protein interaction inhibitors, primary screen, biochemical, uHTS, TR-FRET, eIF4GI fragment | Eukaryotic translation initiation factor 4E (Mus musculus) + Eukaryotic translation … | TR-FRET eIF4E-eIF4GI(517-606) binding, 2 h | inhibition, % at 21.7 µM | 220,000 compounds, 0.37% hits;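 active = inhibition above about 30%, limit read from the data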;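 note: 0% = full FRET control wells and 100% = background wells lacking eIF4GI fragment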
S1P4 agonist – S1P4 receptor agonists, primary screen, cell-based; S1P4-expressing cell line, agonist reporter assay; 220,000 compounds, 0.35% hits; Sphingosine 1-phosphate receptor 4 (Homo sapiens), O95977; activation, % at 4.98 µM; AID 1509, 2009; in the data active = activation above about 11%;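 note: 0% = DMSO vehicle and 100% = reference agonist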
NPY Y1 blocker – NPY-Y1 receptor antagonists, primary screen, cell-based | Neuropeptide Y receptor type 1 (Homo sapiens), P25929 | HEK293-CNG Y1 cells, membrane potential fluorescence; NPY at EC95, then isoproterenol | inhibition, % at 3.6 µM | 200,000 compounds, 1% hits | AID 1040, 2008;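 active = inhibition above the campaign mean inhibition of all tested compounds plus 3 SD, cut at about 20% in these data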;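 note: 0% = DMSO wells given NPY plus isoproterenol and 100% = isoproterenol alone without NPY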
Target sequence (P25929 whole entry, looked up): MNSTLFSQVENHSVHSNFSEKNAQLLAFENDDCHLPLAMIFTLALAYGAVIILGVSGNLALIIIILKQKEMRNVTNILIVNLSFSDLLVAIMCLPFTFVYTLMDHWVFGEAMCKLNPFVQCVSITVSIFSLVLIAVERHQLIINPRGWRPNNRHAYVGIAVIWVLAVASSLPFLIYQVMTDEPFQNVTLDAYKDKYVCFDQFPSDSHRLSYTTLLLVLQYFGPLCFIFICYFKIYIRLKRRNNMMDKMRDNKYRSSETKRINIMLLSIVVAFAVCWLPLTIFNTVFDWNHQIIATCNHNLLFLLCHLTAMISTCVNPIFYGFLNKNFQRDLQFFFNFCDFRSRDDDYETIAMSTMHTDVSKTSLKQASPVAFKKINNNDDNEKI
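Material: HEK293 Y1/CNG channel cell line; also added: NPY (25 nM), isoproterenol (1 µM), Ro 20-1724 (25 µM); doses: one concentration, 3.6 µM, in 0.4% DMSO; schedule: compound incubation 1 h at room temperature, readout 45 min post-stimulation; technique: membrane potential fluorescence; measure: fluorescence ratio normalized to % inhibition between controls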
NPY1 pot ag – NPY-Y1 receptor potentiators or agonists, primary screen, cell-based | NPY-Y1 expressing cells, potentiator/agonist activation | activation, % at 3.6 µM | 220,000 compounds, 0.37% hits | AID 1304, 2008; in the data active = activation above about 33%, passing the limit was not always enough;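 note: cells stimulated with NPY at EC10 then isoproterenol at EC100; 0% = low agonist plus stimulus and 100% = saturating agonist plus stimulus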
EP2 modulator – EP2 receptor modulators, cAMP readout, primary screen, cell-based, HTRF cAMP, PGE2 stimulation; 260,000 compounds, 0.83% hits; EP2-expressing cells, cAMP HTRF FRET, PGE2 co-stimulation; induction, % at 25 µM; Prostaglandin E2 receptor EP2 subtype (Homo sapiens), P43116;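 active = compounds whose cAMP rise, as percent of the full-agonist control response, exceeds 60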;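 note: rat C6 glioma line stably carrying human EP2 under a CMV promoter; the protocol text gives 20 µM as final concentration; 100% = response of wells given 1 µM PGE2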
Target sequence (P43116 whole entry, looked up): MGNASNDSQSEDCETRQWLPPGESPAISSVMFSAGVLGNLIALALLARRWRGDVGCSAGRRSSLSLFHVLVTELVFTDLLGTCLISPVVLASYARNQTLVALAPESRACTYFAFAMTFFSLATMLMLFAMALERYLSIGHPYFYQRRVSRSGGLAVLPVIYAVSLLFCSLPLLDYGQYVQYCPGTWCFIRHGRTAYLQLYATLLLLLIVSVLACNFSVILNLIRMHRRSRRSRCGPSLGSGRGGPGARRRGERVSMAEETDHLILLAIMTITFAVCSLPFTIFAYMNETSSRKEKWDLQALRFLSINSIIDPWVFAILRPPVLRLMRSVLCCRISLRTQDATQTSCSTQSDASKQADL
NPY-Y2 PAM-ag – NPY-Y2 potentiators or agonists, primary screen, cell-based | 220,000 compounds, 0.45% hits | cells expressing NPY-Y2, potentiator/agonist read-out | activation, % at 3.6 µM | AID 1359, 2008 | Neuropeptide Y receptor type 2 (Homo sapiens), P49146; in the data active = activation above about 27%;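 note: cells stimulated with NPY near EC25 plus isoproterenol at EC100; 0% = vehicle plus submaximal agonist and 100% = vehicle plus saturating agonist; some results beyond the cut were filed as inactive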
Target sequence (P49146 whole entry, looked up): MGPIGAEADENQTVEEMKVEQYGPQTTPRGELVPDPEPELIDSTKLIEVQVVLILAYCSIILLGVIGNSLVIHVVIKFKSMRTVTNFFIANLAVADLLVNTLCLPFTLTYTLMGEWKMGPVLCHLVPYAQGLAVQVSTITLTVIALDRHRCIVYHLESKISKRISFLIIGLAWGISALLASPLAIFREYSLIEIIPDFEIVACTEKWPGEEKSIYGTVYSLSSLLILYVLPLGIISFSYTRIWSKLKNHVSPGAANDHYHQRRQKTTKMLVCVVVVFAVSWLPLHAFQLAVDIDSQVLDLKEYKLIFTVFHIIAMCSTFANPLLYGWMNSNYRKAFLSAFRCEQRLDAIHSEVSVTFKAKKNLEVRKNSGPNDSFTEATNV
S1P4 antagonist – S1P4 receptor antagonists, primary screen, cell-based | 220,000 compounds, 0.26% hits | Sphingosine 1-phosphate receptor 4 (Homo sapiens), O95977 | inhibition, % at 4.98 µM | S1P4-expressing cells, antagonist mode, reporter read-out | AID 1510, 2009; in the data active = inhibition above about 29%;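 note: 0% = wells stimulated with agonist and 100% = vehicle wells without agonist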
p97 ATPase inh – inhibitors of human p97 ATPase, primary screen, biochemical; Transitional endoplasmic reticulum ATPase (Homo sapiens), P55072; recombinant p97 ATPase, Kinase-Glo ATP luminescence, 3 h; inhibition, % at 8 µM; 220,000 compounds, 0.42% hits; in the data active = inhibition above about 15%;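 note: 0% = DMSO vehicle and 100% = wells lacking enzyme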
PGE2 EP2 inh – human EP2 receptor antagonists, primary screen, TR-FRET cAMP, C6 glioma cells; Prostaglandin E2 receptor EP2 subtype (Homo sapiens), P43116; C6 glioma cells expressing human EP2; cells stimulated with saturating PGE2; inhibition, % at 25 µM; 260,000 compounds, 0.52% hits; AID 1422, 2008;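 active = percent inhibition above 40 after rounding to a whole number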;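 note: rat C6 glioma host cells with rolipram phosphodiesterase inhibitor present; the protocol text gives 20 µM as final concentration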
* marks the source's active call; other numbers are inactive results; nt = no result given; [ ] = dose if it differs, or a comment.

SMILES	eIF4E-4G inh	S1P4 agonist	NPY Y1 blocker	NPY1 pot ag	EP2 modulator	NPY-Y2 PAM-ag	S1P4 antagonist	p97 ATPase inh	PGE2 EP2 inh
Cn1c(=O)c2c(ncn2CCC(=O)N/N=C/c2cccnc2)n(C)c1=O	-5	1.0	nt	-12	-12	15	4	4	11
O=C(Nc1cc(C(F)(F)F)ccc1N1CCOCC1)c1ccc(Cl)nc1	-2[fluorescence artefact?]	1.2	4	-5	25	-14	-10	-4	5
O=C(CSC1=NCCS1)Nc1ccnc2ccccc12	-4[fluorescence artefact?]	-0.6	-4	-9	-10	5	-19	0	8
CN(C(=O)COC(=O)c1nc(-c2ccccc2)n(-c2ccccc2)n1)C1CCS(=O)(=O)C1 (configuration not stated)	2[fluorescence artefact?]	-0.8	4	-24	7	-1	3	-1	4
C/C(=N\N1C(=O)c2ccccc2NC1c1ccccc1)c1ccccc1O (configuration not stated)	-1	-0.8	0	4	41	8	-16	4	4
C/C(=N/OCC(=O)NCCCCCCNC(=O)CO/N=C(/C)c1cccs1)c1cccs1	-22	0.0	13	-7	-1	8	-18	-12	6
Cc1nnsc1-c1c(C(=O)Oc2ccccc2)c(C)nn1-c1ccccc1	6	0.4	nt	13	48	-21	0	-1	3
COc1ccc2cnn(CCOc3cc(C)ccc3C(C)C)c(=O)c2c1OC	0	4.2	9	-24	18	-13	-1	-6	7
CC(C)(C)C(=O)Nc1cccc(-c2cc(-c3c(Cl)cccc3Cl)no2)c1	8	2.9	nt	-4	0	-35	-18	5	6
Cc1cc(NNC(=O)c2cccc(C(F)(F)F)c2)nc2c1c(C)nn2C	-7	2.4	nt	-4	-42	7	-11	4	13
C=CCN1C(=O)/C(=C2/C(=O)N(CC(=O)O)c3ccccc32)S/C1=N/c1nccs1	16[fluorescence artefact?]	-0.8	-4	-31	-34	-9	-9	1	nt
CC(C)CN(C(=O)COC(=O)c1cc2ccccc2oc1=O)C1CCS(=O)(=O)C1 (configuration not stated)	21	0.0	3	2	22	9	-1	4	5

Shown with bars between the fields: two of the compounds above
Molecule | eIF4E-4G inh | S1P4 agonist | NPY Y1 blocker | NPY1 pot ag | EP2 modulator | NPY-Y2 PAM-ag | S1P4 antagonist | p97 ATPase inh | PGE2 EP2 inh
Cn1c(=O)c2c(ncn2CCC(=O)N/N=C/c2cccnc2)n(C)c1=O | -5 | 1.0 | nt | -12 | -12 | 15 | 4 | 4 | 11
CC(C)(C)C(=O)Nc1cccc(-c2cc(-c3c(Cl)cccc3Cl)no2)c1 | 8 | 2.9 | nt | -4 | 0 | -35 | -18 | 5 | 6

Continued:
SMILES	eIF4E-4G inh	S1P4 agonist	NPY Y1 blocker	NPY1 pot ag	EP2 modulator	NPY-Y2 PAM-ag	S1P4 antagonist	p97 ATPase inh	PGE2 EP2 inh
CCN(CC)c1ccc2c(c1)C(=O)N(C)C2=O	1[fluorescence artefact?]	1.7	0	10	-26	3	-5	2	15
COCCn1nnnc1CN1C2CCCC1CC(NC(C)=O)C2 (configuration not stated)	-4	2.0	1	-7	29	-13	-32	-4	7
Cc1cc(C(F)(F)F)n(-c2nc(C(=O)Nc3ccccc3Oc3ccccc3)cs2)n1	-3	1.4	-1	-9	48	-15	-5	0	2
CC(OC(=O)c1cc[n+]([O-])cc1)C(=O)Nc1ccc(Cl)cn1 (configuration not stated)	-2	-0.5	3	-6	9	3	-4	6	5
Cc1ccc2c(c1)N(CC(=O)NC1CCCc3ccccc31)C(=O)CO2 (configuration not stated)	-4	0.1	9	-33	35	1	-8	0	5
CCc1ccc(C(=O)NC2CCCCC2)s1	0	-0.4	-1	11	-2	11	-8	1	5
Cc1cccc(C)c1NC(=O)CN(c1ccccn1)S(=O)(=O)c1ccccc1	1	1.4	3	-14	8	0	-9	3	18
COC(=O)c1cc(C(=O)OCC(=O)NC2CCS(=O)(=O)C2)cc([N+](=O)[O-])c1 (configuration not stated)	-2	1.9	-6	3	8	4	6	4	1
CCN(CC(=O)NCc1ccc(F)cc1)Cc1nc2cc(Cl)ccc2c(=O)[nH]1	-1	-0.3	5	-9	-13	12	-5	3	10
O=C(OCn1nnc2ccccc2c1=O)C1CCN(S(=O)(=O)c2cccs2)CC1	14[fluorescence artefact?]	0.4	-2	-13	18	-1	-6	4	11
Oc1c(CN2CCCCC2)cc(COCc2ccccc2)c2cccnc12	-11	-0.2	3	0	-12	16	-1	5	11
Cc1cc(C)n(C(=O)CNC(=O)C2COc3ccccc3O2)n1 (configuration not stated)	2	2.6	-1	-1	-11	-1	6	3	12
Cc1cccc(OCc2nnc(SCC(=O)Nc3cccc(C(=O)N4CCOCC4)c3)o2)c1C	4	-0.5	-1	5	7	8	4	-1	16
Cc1cc(NC(=O)c2cccs2)n(-c2ccccc2)n1	-9	-2.6	3	-15	36	3	-3	1	1
S=C(NCCc1ccccc1)NCC(c1ccco1)N1CCCCC1 (configuration not stated)	2	-0.3	0	-5	2	5	-6	-3	10
CCOP(=O)(OCC)c1nc(-c2ccc(Cl)cc2Cl)oc1N1CCCCC1	15	2.0	-1	0	52	3	3	-3	3
CC1=C(C(=O)N2CCCCC2)C(c2cccs2)NC(=O)N1 (configuration not stated)	-3	0.7	-2	-6	20	-15	-22	-5	10
COc1ccc(CN2C(=O)N(c3ccccc3)C(=O)C2CC(=O)Nc2ccccc2)cc1OC (configuration not stated)	-8	-0.9	-2	-2	-37	7	-2	7	3
COc1ccccc1C(=O)Nc1ccc2c3c(cccc13)CC2	9	0.2	5	-43	36	-6	-2	0	8
CC1(C)N=C2C(=[N+]1[O-])CCC/C2=N\O	-1	-1.1	5	11	24	3	-9	3	0
CC(C)c1onc(C(=O)NCCc2ccccc2)c1[N+](=O)[O-]	9	1.6	12	-5	-36	-16	-1	-3	2
COc1ccc(N2CCN(CC(O)COc3ccc([N+](=O)[O-])cc3)CC2)cc1 (configuration not stated)	4	0.8	1	-9	-1	-12	-17	-2	5
Cn1c(=O)c2c(nc(CN3CCN(CCO)CC3)n2CCc2ccccc2)n(C)c1=O	6	0.2	6	-11	-15	-8	12	-2	9
CC1(C)CC(=O)C2=C(C1)NC1=C(C(=O)c3ccccc31)C2c1ccc(Cl)cc1 (configuration not stated)	-7	0.0	-3	23	-28	10	-18	-3	8
O=S(=O)(c1ccccc1)N1CCN(c2nnc(-c3ccccc3)c3ccccc23)CC1	-1	-0.6	nt	-12	-22	-17	-13	-9	6
CCOc1ccccc1N1CCN(C(=S)NC(=O)C23CC4CC(CC(C4)C2)C3)CC1	2[fluorescence artefact?]	2.6	1	5	52	2	-8	1	9
Cn1cccc1CNC(=O)Nc1ccc(Cl)c(Cl)c1	0	-1.4	0	4	-63	-2	-12	-2	11
COc1ccc(CCN(Cc2nc(-c3ccccc3)no2)Cc2nc(-c3ccccc3)no2)cc1OC	5	-0.1	4	5	50	4	-5	3	11
COc1ccc(NC(C)=O)cc1S(=O)(=O)N1CCN(C/C=C/c2ccccc2)CC1	-4	1.1	-3	-13	-11	1	-21	-7	5
CCOc1ccc2nc(NC(=O)c3ccc(S(=O)(=O)N4CCOCC4)cc3)sc2c1	4	-1.1	-7	-20	5	-3	-26	3	nt
COc1cc(NC(=O)Cn2nc(C(F)(F)F)c(Br)c2C)cc([N+](=O)[O-])c1	4[fluorescence artefact?]	-0.6	-2	-3	-12	18	-11	-4	16
CCOC(=O)Cn1nc(C)n(-c2ccccc2)c1=O	-4	-0.8	-2	20	11	15	-10	1	4
O=c1[nH]c(SCc2cc(=O)n3ccccc3n2)nc2c1CCC2	nt	0.1	-4	-18	nt	-10	-11	1	nt
COc1ccc(OC)c(C(=O)CSc2nnc(-c3cccs3)n2C)c1	-3	1.0	8	-1	6	4	-21	1	0
CCCCC(=O)N1CCCC(C)C1 (configuration not stated)	9	3.7	nt	-4	-15	-16	13	-3	7
O=C(C[n+]1cc(-c2ccc(F)cc2)n2c1CCC2)Nc1nc(-c2ccccc2)cs1	6	-0.3	0	5	-13	-13	-11	2	9
CCS(=O)(=O)N1CCC(C(=O)NCCCN2CCC(Cc3ccccc3)CC2)CC1	-3	-0.5	4	-29	22	-12	-6	3	nt
Cn1c(=O)c2c(nc(N3CCCCC3)n2CCSc2nc3ccccc3o2)n(C)c1=O	nt	0.4	-2	8	nt	-9	9	4	nt
CC1(C)NC(=O)N(CC(=O)O)C1=O	-8[fluorescence artefact?]	-2.7	5	-17	-8	-6	-5	1	7
O=C(CSc1ccccn1)Nc1cccc([N+](=O)[O-])c1	2	-0.9	4	-1	-6	5	-17	2	6
CCOC(=O)C1(CC)NC(c2ccco2)C2C(=O)N(c3ccc(C)cc3)C(=O)C21 (configuration not stated)	1[fluorescence artefact?]	0.8	-4	9	15	2	2	-8	11
Cc1nc(SCC(=O)CC(=O)OC(C)C)c(C#N)c(C)c1C	-2	0.3	2	9	23	10	-8	-1	9
S=c1[nH]nc(-c2cccc(Cl)c2)n1CCN1CCCCC1	1[fluorescence artefact?]	1.1	-1	-1	32	15	-11	2	9
Cc1ccc(NCc2nnc(SCC(=O)N(Cc3ccccc3)C(C)(C)C)o2)c(C)c1	-1	-1.2	2	25	4	16	5	-2	5
[O-][n+]1onc2c1CCC1N(O)C(c3ccccc3)CC21O (configuration not stated)	-4	0.5	2	-5	-1	4	0	8	-1
CC(C)CC(NC(=O)c1ccccc1)C(=O)N/N=C/c1ccco1 (configuration not stated)	10	1.5	1	-4	29	-12	-21	2	7
NC(=O)c1cccc(C(N)=O)n1	0	-1.4	-5	-7	36	-4	-5	4	5
CC(C)(C)c1nnc(NC(=O)c2cc(-c3ccccc3)nc3ccccc23)s1	0	3.4	5	-32	-9	-6	-21	2	10
CCOc1ncccc1C(=O)Nc1nc(C(C)(C)C)cs1	4	0.9	3	-10	64*	-12	4	4	0
COc1ccc(C2C(C(=O)C(C)(C)C)=C(O)C(=O)N2Cc2ccccc2)cc1 (configuration not stated)	3	0.1	-1	-18	41	2	-32	-4	19
Cc1ccc(/C=c2\s/c(=C(/C#N)C(=O)N3CCCC3)n(Cc3ccco3)c2=O)s1	-9[fluorescence artefact?]	0.0	-5	-11	-15	1	11	4	3
Cc1cnc(C(=O)OCC(=O)Nc2ccc(C)c(S(=O)(=O)N3CCCCCC3)c2)cn1	0	1.7	1	2	3	-4	-23	-1	5
COc1ccc(CC(=O)Nc2nc3n(n2)C(c2ccccc2)CC(=O)N3)cc1OC (configuration not stated)	-6	-1.2	6	-7	18	-7	-15	-1	7
CCOC(=O)c1ccc(NC(=O)Cn2nnc(-c3ccccc3F)n2)cc1	5	11	3	-12	-62	-3	-12	4	17
Cc1ccc(C)c(NC(=O)C2CC(O)CN2C(=O)OCc2ccccc2)c1 (configuration not stated)	5	0.7	-2	-10	1	0	4	-4	7
CS(=O)(=O)N1CCCC(C(=O)NCc2ccc(F)cc2Cl)C1 (configuration not stated)	3	0.0	-1	-16	22	-12	-5	-3	-3
Cc1ccc(S(=O)(=O)N(Cc2ccccc2)Cc2ccco2)cc1	5	0.7	3	-13	51	-9	-10	-3	5

Source: PubChem

Some of the compounds tested. The share of hits here may be higher or lower than overall.
